Assay outcomes as filed in PubChem.
KB-3-1 tox: kills parental KB-3-1 adenocarcinoma cells; AID 1347075; Potency, µM (highest dose often 46.1 µM), for the others: top-dose activity change, negative = cytotoxic, hits mostly cytotoxic; actives 1.4% (n = 400,000); KB-3-1 viability, CellTiter-Glo ATP luminescence, 72 h; also: potency is read from the fitted curve at half-maximal effect; % is scaled to controls: 0 for no effect and ±100 for the full control effect; nearly all actives have a fitted effect of over 60% in size
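Using CellTiter-Glo luminescence, growth of non-resistant KB-3-1 adenocarcinoma cells is assessed 72 h after pin-tool compound addition at 37 °C. Normalized responses across the concentration series yield fitted curves.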
IL1B secr inh: blocks inflammasome-driven IL-1 beta release; actives 4.7% (n = 360,000); THP-1 LPS/ATP IL-1B secretion, AlphaLISA, 16 h; stronger effect = lower value; activity change, % at 57.5 µM; in the data active = activity change below about -50%; inconclusive = mostly about -30% to -49%; also: % is scaled to controls: 0 for no effect and ±100 for the full control effect
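THP-1 cells pretreated 1 hr with compounds (up to 57.5 uM final), then stimulated with LPS (250 ng/mL final) plus ATP (1.25 mM final); secreted IL-1B measured by AlphaLISA after 16 hr, decreased signal indicating inhibition.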
SW480 rerep: inducers of DNA re-replication in SW480 colon cancer cells. actives 1.8% (n = 340,000). Potency, µM (top dose mostly 46.1 µM), for inactives: top-dose re-replication activation, hits mostly activators. SW480 DNA re-replication, Hoechst DNA content imaging, 48 h; also: potency is read from the fitted curve at half-maximal effect; % of control where 0% means no effect; nearly all actives have a fitted effect of over 55% in size
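250 cells/well; 23 nL cpd via pin tool; 48 hr, 37 C, 5% CO2; Hoechst 40 min; imager read of total nuclear intensity, ex 405/em 500-530 nm.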
ATXN2 expr inh: reduces ATXN2 reporter expression in HEK-293 cells; HEK-293 ATXN2-luciferase reporter, luminescence, 24 h; Potency, µM (titrated, usually from 57 µM), for inactives: top-dose activity change, negative = inhibition, most hits filed as inhibitors; actives 0.72% (n = 360,000); also: potency is read from the fitted curve at half-maximal effect; % is scaled to controls: 0 for no effect and ±100 for the full control effect; nearly all actives have a fitted effect of over 55% in size
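qHTS (up to 57 uM final) was run with 24 h compound exposure of reporter cells at 37 °C. Each well was multiplexed: SteadyGlo luminescence measured ATXN2-luciferase expression after a fluorogenic Gly-Phe-AFC viability readout (25 uM final).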
MCF10A rereplic: inducers of DNA re-replication in MCF 10A breast cells; MCF 10A DNA re-replication, Hoechst nuclear intensity, 48 h; Potency, µM (series often up to 46.1 µM), inactives show top-dose activity, positive = re-replication, most hits filed as activators; actives 2.9% (n = 350,000); also: potency is read from the fitted curve at half-maximal effect; % of control where 0% means no effect; nearly all actives have a fitted effect of over 50% in size
KB-V1 cytotox: kills drug-selected multidrug resistant KB-V1 cells | actives 3.4% (n = 400,000) | AID 1347076 | KB-V1 MDR cells viability, CellTiter-Glo, 72 h | Potency, µM (series often up to 46.1 µM), without a hit: at the top dose activity change, negative = cytotoxicity, hits mostly cytotoxic; also: potency is read from the fitted curve at half-maximal effect; % is scaled to controls: 0 for no effect and ±100 for the full control effect; nearly all actives have a fitted effect of over 60% in size
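Cells of the MDR subline KB-V1 are plated, dosed with compound at multiple concentrations, and incubated 72 h at 37 degrees C; CellTiter-Glo is then added and luminescence read after 10 min.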
HT1080-NT tox: kills 2HG-producing HT-1080-NT fibrosarcoma cells; HT-1080-NT fibrosarcoma viability, CellTiter-Glo ATP luminescence, 48 h; Potency, µM (doses to about 46.1 µM), for inactives: top-dose activity, negative = less viability, actives largely listed as cytotoxic; actives 1.6% (n = 360,000); AID 686970;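 also: NT is the 2HG producing partner of a matched IDH1 knockdown line; potency is read from the fitted curve at half-maximal effect; 0% = DMSO-treated cells and -100% = media-only wells without cells; nearly all actives have a fitted effect of over 55% in size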
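HT-1080-NT; 750 cells/well; 5% FBS RPMI; 48 h compound, 37 degrees C; CellTiter-Glo luminescence; curve fitting and curve-class assignment.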
WRN helicase inh: inhibitors of human WRN helicase | Q14191 | WRN helicase unwinding, fluorescent forked duplex, kinetic | Potency, µM (doses to about 114 µM), without a hit: top-dose activity change, negative = inhibition, most hits filed as inhibitors | actives 0.46% (n = 360,000) | AID 651768; also: potency is read from the fitted curve at half-maximal effect; % is scaled to controls: 0 for no effect and ±100 for the full control effect; nearly all actives have a fitted effect of over 55% in size
Target sequence (Q14191 whole entry, looked up): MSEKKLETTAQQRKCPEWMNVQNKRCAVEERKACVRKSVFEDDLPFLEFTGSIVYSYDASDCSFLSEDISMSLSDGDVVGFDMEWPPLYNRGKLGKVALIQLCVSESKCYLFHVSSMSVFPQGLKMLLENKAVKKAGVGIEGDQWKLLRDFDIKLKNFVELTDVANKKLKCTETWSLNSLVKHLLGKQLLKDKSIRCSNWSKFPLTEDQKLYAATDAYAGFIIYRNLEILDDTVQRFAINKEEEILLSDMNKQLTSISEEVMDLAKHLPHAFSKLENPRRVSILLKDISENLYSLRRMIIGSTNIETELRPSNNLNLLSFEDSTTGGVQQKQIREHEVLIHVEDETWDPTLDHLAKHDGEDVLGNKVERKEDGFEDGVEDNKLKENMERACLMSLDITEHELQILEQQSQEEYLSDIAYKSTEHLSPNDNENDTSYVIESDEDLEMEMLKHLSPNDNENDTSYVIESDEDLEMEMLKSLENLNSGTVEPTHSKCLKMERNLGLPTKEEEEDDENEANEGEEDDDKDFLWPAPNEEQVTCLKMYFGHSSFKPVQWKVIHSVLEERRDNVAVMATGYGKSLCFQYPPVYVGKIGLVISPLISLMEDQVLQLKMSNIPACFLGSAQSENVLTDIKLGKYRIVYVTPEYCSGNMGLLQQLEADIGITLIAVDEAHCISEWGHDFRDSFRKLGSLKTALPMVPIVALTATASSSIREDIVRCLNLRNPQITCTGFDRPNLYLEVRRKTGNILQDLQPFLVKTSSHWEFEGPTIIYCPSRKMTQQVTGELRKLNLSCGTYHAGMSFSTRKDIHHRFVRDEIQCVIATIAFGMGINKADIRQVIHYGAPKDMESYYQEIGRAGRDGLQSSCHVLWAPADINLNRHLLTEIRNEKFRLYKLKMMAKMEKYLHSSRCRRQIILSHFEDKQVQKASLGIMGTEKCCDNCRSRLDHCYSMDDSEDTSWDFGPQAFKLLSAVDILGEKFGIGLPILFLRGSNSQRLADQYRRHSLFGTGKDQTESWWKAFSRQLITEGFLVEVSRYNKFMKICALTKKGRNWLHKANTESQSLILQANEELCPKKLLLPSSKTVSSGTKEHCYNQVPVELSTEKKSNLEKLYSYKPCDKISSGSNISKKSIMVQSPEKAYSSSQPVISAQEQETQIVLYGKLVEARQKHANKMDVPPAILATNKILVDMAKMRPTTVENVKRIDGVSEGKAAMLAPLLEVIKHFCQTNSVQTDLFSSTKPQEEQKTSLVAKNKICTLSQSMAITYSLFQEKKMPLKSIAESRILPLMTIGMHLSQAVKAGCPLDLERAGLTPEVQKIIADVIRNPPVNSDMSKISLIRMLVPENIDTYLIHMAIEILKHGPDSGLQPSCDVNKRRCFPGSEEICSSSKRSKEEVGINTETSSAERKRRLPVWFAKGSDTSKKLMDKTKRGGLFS
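Screening of the MLSMR collection measured strand separation of a quenched forked DNA duplex (100 nM) by 20 nM WRN with 2 mM ATP, all final. Compounds were preincubated with enzyme 15 min at room temperature.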
HT1080 IDH1KD tx: toxicity to HT-1080 IDH1 knockdown cells (counter line); HT-1080 IDH1 knockdown viability, ATP luminescence, 48 h; Potency, µM (doses to about 46.1 µM), without a hit: top-dose activity, negative = toxicity, usual class: cytotoxic; actives 2% (n = 360,000);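 also: potency is read from the fitted curve at half-maximal effect; 0% = DMSO wells and -100% = cell-free medium wells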
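In this qHTS, HT-1080 cells depleted of IDH1 are exposed for 48 h at 37 °C to compound titrations. Toxicity is scored from CellTiter-Glo luminescence, with DMSO as full viability and medium alone as none.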
An asterisk follows results filed as active; ? = inconclusive; / = no result given; [ ] = remark or other dose. Unless noted, calls follow the shape of the dose curve; as a rule, active = well fitted curve in the direction sought with a large enough effect; inconclusive = small, poorly fitted or top-dose-only effect, or another doubt; inactive = no such curve, though single readings can be large; an effect the other way counts as inactive or inconclusive.

SMILES	KB-3-1 tox	IL1B secr inh	SW480 rerep	ATXN2 expr inh	MCF10A rereplic	KB-V1 cytotox	HT1080-NT tox	WRN helicase inh	HT1080 IDH1KD tx
COc1ccc(N2C(=O)C3C4c5ccccc5C(C=Nc5ccc(C)cc5C)(c5ccccc54)C3C2=O)cc1 (configuration not stated)	7%	0	3%	11%	7%	?	1%	0%	-7%
CCOC(=O)c1cc(C#N)c(N2CCOCC2)nc1-c1ccccc1	6%	0	?	-17%	23%[9.22 µM]	-16%	-2%	2%	-6%
COc1cc(C(=O)NC(C(=O)Nc2cccc(C(C)=O)c2)C(C)C)cc(OC)c1OC (configuration not stated)	-9%	-8	1%	10%	1%	-14%	-2%	10%[57.1 µM]	0%
Cc1ccccc1C(=O)Nc1cccc(C(=O)N/N=C/c2ccc3c(c2)OCO3)c1	?	0	?	-1%	23%	0%	?	-6%	?
COc1ccc(/C(N)=N/OC(=O)N2CCOCC2)cc1	-19%	0	?	?	21µM*	-19%	-8%	-2%	-5%
Cc1cc(SCC(=O)N2CCCC2=O)nc2ccccc12	-22%	21	-28%	2%	-29%	-11%	-4%	1%	-4%
O=C(NCC(c1ccco1)N1CCCC1)c1ccc(S(=O)(=O)Nc2ccc(F)cc2)cc1 (configuration not stated)	-9%	13	58%	-11%	9%	9%	-17%	-2%	-7%
CC(C)C[C@H](NC(=O)[C@H]1N2C(=O)c3ccccc3C2SC1(C)C)C(=O)N[C@@H](Cc1ccccc1)C(=O)O (some centres not stated)	0%	21	1%	5%	2%	18%	10%	9%	8%
Cc1ccsc1C(=O)NNC(=O)CCN1CCN(c2ccccc2)CC1	-11%	12	-1%	-8%	0%	-23%	-1%	19%	0%
CCNC(=S)N1CCC(NC(=O)c2ccco2)CC1	1%	52	0%	-20%	-10%	-1%	-1%	-2%	11%
CC(=O)Nc1cccc(C(=O)N(Cc2ccccc2)Cc2ccccc2)c1	-8%	2	-34%[inhibitor]	-28%	14%	-3%	-11%	6%	-3%
c1ccc(-c2csc(Nc3cccnc3)n2)cc1	-15%	?	21%	30%	?	-10%	-9%	-3%	-42%
CCC(C)[C@H](NC(=O)NCc1ccccc1)C(=O)O (some centres not stated)	8%	1	-12%	0%	-1%	?	1%	2%	4%
O=C(c1ccc(F)cc1)N1CCN=C1c1ccccc1	15%	0	13µM*	-12%	?	-21%	-2%	27%	-15%
COc1ccc(C2=NOC(C(=O)N3CCCCCC3)C2)cc1OC (configuration not stated)	8%	11	-7%	4%	-7%	18µM*	0%	6%	5%
CC[N+](CC)(CCCCS(=O)(=O)[O-])CCNP1(=O)C=C(c2ccccc2)OC(c2ccccc2)=C1	-1%	15	-31%[inhibitor]	-6%	-8%	17%	0%	4%	2%
Cc1cc2c(c(=O)n1Cc1ccco1)C(c1cccnc1)C(C#N)=C(N)O2 (configuration not stated)	2%	-9	1%	-6%	13%	0%	15%	-24%	3%
COc1cscc1C(=O)O	-15%	/	-46%[inhibitor]	-4%	-15%	-1%	0%	-6%	17%
COc1ccc(N2C(=O)NC(NC(=O)c3cccnc3)(C(F)(F)F)C2=O)cc1 (configuration not stated)	3%	14	-4%	/	-2%	6%	4%	-5%	2%
C=CCNc1sc(C(=O)c2ccccc2)c(N)c1-c1nc2ccccc2s1	-29%	4	8%	26%	10%	?	-20%	-25%	-25%

Ordered by molar mass (ascending): some entries from above.
SMILES	KB-3-1 tox	IL1B secr inh	SW480 rerep	ATXN2 expr inh	MCF10A rereplic	KB-V1 cytotox	HT1080-NT tox	WRN helicase inh	HT1080 IDH1KD tx
COc1cscc1C(=O)O	-15%	/	-46%[inhibitor]	-4%	-15%	-1%	0%	-6%	17%
c1ccc(-c2csc(Nc3cccnc3)n2)cc1	-15%	?	21%	30%	?	-10%	-9%	-3%	-42%
O=C(c1ccc(F)cc1)N1CCN=C1c1ccccc1	15%	0	13µM*	-12%	?	-21%	-2%	27%	-15%
Cc1cc2c(c(=O)n1Cc1ccco1)C(c1cccnc1)C(C#N)=C(N)O2 (configuration not stated)	2%	-9	1%	-6%	13%	0%	15%	-24%	3%

The list continues.
SMILES	KB-3-1 tox	IL1B secr inh	SW480 rerep	ATXN2 expr inh	MCF10A rereplic	KB-V1 cytotox	HT1080-NT tox	WRN helicase inh	HT1080 IDH1KD tx
COC(=O)C(F)(F)Sc1c(C)[nH]c2ccccc12	-5%	?	?	-17%	5%	6%	?	-6%	?
O=[N+]([O-])c1ccc(N2CCN(S(=O)(=O)c3cnc[nH]3)CC2)cc1	-1%	-1	3%	1%	-1%	16%	-1%	2%	-3%
CCN(Cc1ccncc1)Cc1ccc(Br)cc1	-9%	24	-2%	-10%	-2%	-2%	19%	10%	24%
CCCn1c(C(C)Nc2nc(-c3ccc(Cl)c([N+](=O)[O-])c3)cs2)nc2ccccc21 (configuration not stated)	?	-16	-10%	-16%	?	?	?	4%	-25%
O=C(COc1ccc2ccc(=O)oc2c1)Nc1ccc(CN2CCOCC2)cc1	9%	13	-4%	8%	-1%	0%	5%	3%	4%
O=C(/C=C/[C@H]1O[C@@H](n2cnc3c(NC(=O)c4ccccc4)ncnc32)[C@H](O)[C@@H]1O)NCc1cccs1	0%	-4	/	-3%	/	-2%	24%	2%	10%
Oc1ccc(N=Nc2c(O)ccc3ccccc23)cc1	-26%	-51*	1%	-14%	-5%	?	11µM*	-26%	?
COCc1c(C(=O)N2CCN(CCOc3ccccc3)CC2)oc2ccccc12	4%	-5	?	-15%	7%	?	-1%[9.24 µM]	0%	8%
COc1ccc(OC)c(S(=O)(=O)NCCCN2CCOCC2)c1	0%	-10	-12%	/	-9%	0%	-4%	8%	8%
Cc1cccc(C)c1NC(=O)CN(C)C(=O)C1CC(=O)N(c2cccc3ccccc23)C1 (configuration not stated)	-5%	15	-8%	-4%	-2%	-1%	1%[9.24 µM]	2%	13%
O=C(CSc1nc(=O)n2ccccc2n1)NCc1ccccc1Cl	8%	-7	-2%	5%	4%	?	2%	-1%	0%
Nn1c(-c2cccs2)nc2sc3c(c2c1=O)CCCC3	0%	2	24%	116%[activator]	6%	?	?	-6%	?
COc1ccc(-c2nc(NC(=O)CSc3nnc4ccccn34)ns2)cc1	0%	-16	-1%	3%	0%	-24%	4%	-17%	1%
COc1ccc(CCN2C(=S)N(c3ccc(Cl)cc3)C(=O)C2CC(N)=O)cc1OC (configuration not stated)	?	-7	11%	-8%	?	1%	-27%	-35%	?
Cn1c2ccccc2c2cnn(CC(=O)Nc3ccc(Cl)cc3)c(=O)c21	8%	39	-20%	/	14%	-22%	0%	-1%	5%
O=C(O)C1=C[C@H](c2ccc3c(c2)OCO3)C[C@H](OCc2ccc(CO)cc2)O1	-6%	-13	?	-54%	2%	-13%	?	0%	-6%
Cc1cc[n+](C(C)C(=O)c2ccc(Cl)cc2)cc1 (configuration not stated)	-50%	-2	7%	-17%	15%	?	-8%	-26%	-5%
Nn1c(Cc2ccc(Br)cc2)n[nH]c1=S	5%	6	-3%	-14%	-2%	?	17%	-4%	26%
Cc1ccc(CN2[C@@H](c3ccccc3)COCCS2(=O)=O)cc1	?	-1	-9%	12%	14%	?	10%	1%	4%
COc1ccc(CNC(=O)c2c(O)c3cccc4c3n(c2=O)CCC4)cc1	3%	11	-54%[inhibitor]	?	0%	15µM*	11%	10%	3%
CCOC(=O)C1CN(S(=O)(=O)c2cccc(C(F)(F)F)c2)c2cc(CC(=O)OC)ccc2O1 (configuration not stated)	7%	5	0%	3%	11%	-6%	5%	-8%	7%
CNc1nc(N/N=C/c2ccc([N+](=O)[O-])cc2)nc(Nc2ccccc2)n1	?	-16	0%	-8%	14%	?	-21%	?	-26%
CC1(C(=O)NCc2ccccc2)Cc2c(-c3ccc4c(c3)OCO4)ccnc2O1 (configuration not stated)	4.6µM*	73	/	-11%	/	2.1µM*	?	0%	?
Cc1ccc(NC(=O)c2ccc3c(c2)CCN3S(C)(=O)=O)c(C)c1	1%	?	7%	6%	-7%	6%	6%	-3%	-7%
COc1ccc(/C=C/C(=O)Oc2ccc(/C=N/NC(=O)c3ccccc3)cc2)cc1OC	0%	-15	-1%	?	?	-3%	11%	-5%	17%
COc1ccccc1N(CC(=O)Nc1ccc(C)cc1Cl)S(=O)(=O)c1cccs1	-3%	-5	1%	5%	?	-2%	-2%	-8%	-8%
CCCNC(=O)C(Cc1ccccc1)NC(=O)c1ccccc1 (configuration not stated)	0%	43	8%	0%	0%	0%	4%	-5%	9%
COc1cccc(C(=O)NCC(=O)NCc2cc(=O)n(C)c(=O)n2C)c1OC	12%	12	-1%	-12%	0%	?	10%	-2%	-3%
O=C(NCc1nc2ccccc2[nH]1)C1=C[C@H](c2coc3ccccc3c2=O)C[C@H](OCCCCO)O1	0%	-26	9%	-5%	-26%	-4%	0%	-4%	-1%
CC(=O)Nc1ccc(SCC(=O)c2ccc(Br)s2)cc1	1%	-12	4%	30%	?	18%	26µM*	-30%	18µM*
CC(=O)c1ccc(CC2SC(N)=NC2=O)cc1 (configuration not stated)	15%	-15	-3%	/	17%	2%	-3%	5%	-3%
CCOC(=O)COc1cc(OCC(=O)OCC)c2c(=O)cc(-c3ccccc3)oc2c1	-15%	-4	-5%	-19%	3%	-1%	10%	2%	27%
O=C(NCCCN1CCN(Cc2ccccc2)CC1)C1CCN(S(=O)(=O)N2CCC3(CC2)OCCO3)CC1	2%	1	-18%	/	4%	1%	-1%	0%	5%
CCn1c(CSc2ncn[nH]2)nc2cc(C(=O)O)ccc21	3%	6	7%	/	-5%	18%	0%	-24%	2%
